Screens as filed in PubChem.
ARNT-TACC3 inh = disruptors of ARNT/TACC3 protein interaction, primary screen, biochemical, AlphaScreen, single concentration; Transforming acidic coiled-coil-containing protein 3 (Homo sapiens), Q9Y6A5; AlphaScreen His-ARNT PAS-B/GST-TACC3 binding, luminescence; TACC3 fragment carries E629A point mutation; inhibition, % at 9.99 µM; actives 0.66% (n = 390,000);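 active = mean inhibition of replicates at least 50% and at least half of replicates each reaching 50%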;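 note: 0% = complete ARNT plus TACC3 wells and 100% = ARNT alone without TACC3; many hits fall short of the cut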
PAX8 inh HTS = inhibitors of PAX8-driven TPO luciferase reporter, primary screen, RMG-I cells, single concentration; SteadyGlo, 24 h; inhibition, % at 12.6 µM; actives 1.2% (n = 360,000);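 active = mean replicate inhibition at least 60% with every replicate also reaching 60%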;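 note: luciferase light reporting Pax8 driven TPO promoter activity; plate controls were median of neutral control wells for no effect and mitoxantrone controls for full effect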
Active calls of the source: *. A portion of the library; rates above refer to the full screens.

A first look:
SMILES	ARNT-TACC3 inh	PAX8 inh HTS
Cc1c(Br)cc(C(=O)N2CCCC2)c(C)c1C	0	10
Cc1cc(NS(=O)(=O)c2ccc(NC(=O)C(c3ccccc3)c3ccccc3)cc2)no1	-3	12
Cc1ccccc1CSc1nnc(-c2cccs2)n1Cc1ccco1	-7	18
CC(=O)C1=C(C)NC(=O)NC1c1cc(Br)ccc1OCC#N (stereo unspecified)	9	22
CCn1c(SCC(=O)c2ccc(Cl)cc2)nnc1-c1cccs1	-6	0

The listing, repeating the preview:
SMILES	ARNT-TACC3 inh	PAX8 inh HTS
Cc1c(Br)cc(C(=O)N2CCCC2)c(C)c1C	0	10
Cc1cc(NS(=O)(=O)c2ccc(NC(=O)C(c3ccccc3)c3ccccc3)cc2)no1	-3	12
Cc1ccccc1CSc1nnc(-c2cccs2)n1Cc1ccco1	-7	18
CC(=O)C1=C(C)NC(=O)NC1c1cc(Br)ccc1OCC#N (stereo unspecified)	9	22
CCn1c(SCC(=O)c2ccc(Cl)cc2)nnc1-c1cccs1	-6	0
CC1(C)CC(=O)c2cnc(N)nc2C1	-12	-10
O=C(CCNS(=O)(=O)c1cccc2nsnc12)Nc1ccc2c(c1)OCCO2	-2	-9
O=S(=O)(NCc1ccc(Cl)cc1)c1cnc[nH]1	-5	11
Cc1ccc(-c2cnc(NC(=O)CCC(=O)N(C)Cc3ccccc3)n2C)cc1	17	-20
Cc1cc(C)n(-c2nc3ccccc3n3cnnc23)n1	-4	0
CCC(=O)N1CCc2cc(S(=O)(=O)CCC(=O)Nc3ccc(C)c(F)c3)ccc21	-5	7
CC(C)C(c1nnnn1Cc1cccs1)N1CCN(c2ccccc2)CC1 (stereo unspecified)	-14	18
O=C(O)c1ccc(Cn2cc(Cl)cn2)cc1	6	5
COc1ccc(CC(=O)NCc2cccs2)cc1OC	-2	8
COCCn1c(SCC(=O)Nc2nc3ccccc3s2)nnc1-c1ccoc1C	-8	-1
CC(C)NC(=O)c1cc2ccccc2o1	4	-4
O=C(c1ccco1)N1CCN(C(=O)c2ccc(COc3ccc(Cl)cc3Cl)o2)CC1	6	-11
CSc1nc(-c2ccccc2)nn1C(=O)c1ccco1	-5	3
Cc1cccc(C(=O)OCc2cc3ccccc3[nH]c2=O)c1	-1	12
Cc1cn2c(-c3ccncc3)nnc2s1	-10	3
O=C(COc1ccccc1[N+](=O)[O-])N/N=C/C=C/c1ccco1	-2	-32
O=C(Nc1ccc(-c2nc3cc(Cl)ccc3o2)cc1)C1CCCO1 (stereo unspecified)	-1	-108
COC(=O)c1cc2sccc2n1Cc1nc(-c2ccc(Cl)cc2)oc1C	-11	-1
CCNC(=O)CN(c1ccc(C)cc1)S(=O)(=O)c1ccccc1	-6	16
CCn1c(SCC(=O)Nc2nccs2)nnc1-c1ccc(S(=O)(=O)N2CCCCCC2)cc1	-9	16

Part of the list above, as a markdown table:
| Structure | ARNT-TACC3 inh | PAX8 inh HTS |
| --- | --- | --- |
| O=C(COc1ccccc1[N+](=O)[O-])N/N=C/C=C/c1ccco1 | -2 | -32 |
| O=C(Nc1ccc(-c2nc3cc(Cl)ccc3o2)cc1)C1CCCO1 (stereo unspecified) | -1 | -108 |
| COC(=O)c1cc2sccc2n1Cc1nc(-c2ccc(Cl)cc2)oc1C | -11 | -1 |

Among those listed so far, 9 have a halogen.
SMILES	ARNT-TACC3 inh	PAX8 inh HTS
Cc1c(Br)cc(C(=O)N2CCCC2)c(C)c1C	0	10
CC(=O)C1=C(C)NC(=O)NC1c1cc(Br)ccc1OCC#N (stereo unspecified)	9	22
CCn1c(SCC(=O)c2ccc(Cl)cc2)nnc1-c1cccs1	-6	0
O=S(=O)(NCc1ccc(Cl)cc1)c1cnc[nH]1	-5	11
CCC(=O)N1CCc2cc(S(=O)(=O)CCC(=O)Nc3ccc(C)c(F)c3)ccc21	-5	7
O=C(O)c1ccc(Cn2cc(Cl)cn2)cc1	6	5
O=C(c1ccco1)N1CCN(C(=O)c2ccc(COc3ccc(Cl)cc3Cl)o2)CC1	6	-11
O=C(Nc1ccc(-c2nc3cc(Cl)ccc3o2)cc1)C1CCCO1 (stereo unspecified)	-1	-108
COC(=O)c1cc2sccc2n1Cc1nc(-c2ccc(Cl)cc2)oc1C	-11	-1

Next part:
SMILES	ARNT-TACC3 inh	PAX8 inh HTS
COc1ccc(CCNC(=O)COC(=O)c2ccc[nH]c2=O)cc1	-3	-15
COc1cc(OC)cc(-c2cc3nc(C)c(CCC(=O)NC(C)CCc4ccco4)c(C)n3n2)c1 (stereo unspecified)	2	-5
CC(C)Nc1nc(-c2ccccc2)nc(-n2ccnc2)n1	1	-8
COc1c(F)c(F)c(-c2csc(N)n2)c(F)c1F	-1	-17
CCOc1cccc2c1OC1(C)CC2NC(=O)N1c1cccc(Cl)c1 (stereo unspecified)	-10	10
CCN(CCCNC(=O)c1ccc(N2CCCC2=O)cc1)c1cccc(C)c1	0	-4
O=C(/C=C/c1ccccc1)N1CCCN(C(=O)/C=C/c2ccccc2)CC1	0	9
Fc1ccc(-c2cn3cc(C(F)(F)F)cc(Cl)c3n2)cc1	1	-82
CC1CC(=S)Nc2ccccc2S1 (stereo unspecified)	-2	1
CSc1nnnn1-c1cccc(O)c1	13	4
COc1ccc(N2C(=O)C3CCCN3C2c2ccc(F)cc2)cc1Cl (stereo unspecified)	-1	-32
Cc1cccc(Cn2c(C(C)O)nc3ccccc32)c1 (stereo unspecified)	0	2
O=C(NCc1ccco1)C1Cc2ccccc2CN1S(=O)(=O)c1ccccc1F (stereo unspecified)	0	2
CCN1C(=O)CC(N2CCOCC2)C1=O (stereo unspecified)	0	7
COc1ccc(NC(=O)c2ccc(C(=O)c3ccccc3)o2)cc1	-4	-59
Cc1cc(NC(=O)CCCC(=O)N(CC(=O)NC2CCCCC2)c2ccccc2)no1	-7	3
Cc1ccc(C2N(c3ccc(Cl)c(Cl)c3)C(=O)C3CCCN32)o1 (stereo unspecified)	-7	8
CCOP(=O)(OCC)C(C#N)=C1SCN(c2ccc(Cl)cc2)CS1	-1	2
COc1cc(C(=O)NCCC2=CCCCC2)cc(OC)c1OC	-4	1
CCOC(=O)c1[nH]c2ccc(OC)cc2c1NS(=O)(=O)c1ccc(OC)cc1OC	-2	15
Cc1nc2nc(COc3ccccc3)[nH]n2c(=O)c1Cl	-7	34
COc1ccc(/C=N/N=C2/NC(=O)C(c3ccccc3)S2)c(OC)c1 (stereo unspecified)	2	3
COc1cccc2cc(C(=O)N(Cc3ccccc3)CC3CCCO3)c(=O)oc12 (stereo unspecified)	-9	-12
COCCNC(=O)c1ccc(NC(C)=O)cc1	-6	9
CCN1C(=O)Cc2cc(S(=O)(=O)N3CCOCC3)ccc21	7	2
(list continues)
SMILES	ARNT-TACC3 inh	PAX8 inh HTS
CC(C)c1ccc(Oc2cccc(C(=O)/C(C#N)=C/N(C)C)c2)cc1	-5	6
C=CCSc1nc2c(c(C3CC=CCC3)c1C#N)CCC2 (stereo unspecified)	-28	18
N#C/C(=C(/O)COC(=O)c1ccc2c(c1)OCCO2)c1nc2ccccc2[nH]1	0	17
CCc1cccc2c(C#N)cn(CCOc3ccccc3OC)c12	0	14
N#CC1=C(N)SC(C(=O)c2ccccc2)C1c1cccs1 (stereo unspecified)	0	1
COc1ccc(-n2nnnc2-c2cnc3cc4c(cc3c2C)OCO4)cc1	0	14
CSc1ccccc1NC(=O)CN(C)S(=O)(=O)c1ccc(F)cc1	-4	-3
Cc1c(Cl)c(C(=O)NC2CCCC2)nn1C	-2	7
COc1cc(C(=O)N(Cc2cc3cc(C)ccc3[nH]c2=O)CC2CCCO2)cc(OC)c1OC (stereo unspecified)	-4	10
CC1CCN(S(=O)(=O)c2cccc(C(=O)NCc3ccco3)c2)CC1	-35	-5
CCOC(=O)N1CCC(NC(=O)c2oc3c(c2C)-c2[nH]ncc2CC3)CC1	2	-19
CSc1cccc(NC(=O)CSc2ccccc2)c1	1	-67
O=C(NCC1CCCO1)c1ccc(S(=O)(=O)N2CCCCC2)cc1 (stereo unspecified)	-2	-9
Cc1ccc(OCC(=O)N(Cc2ccc(N(C)C)cc2)C2CCS(=O)(=O)C2)cc1 (stereo unspecified)	1	-5
CCOc1ccc(/C(O)=C2/C(=O)C(=O)N(CCCn3ccnc3)C2c2cccs2)cc1Cl (stereo unspecified)	4	2
Cc1noc(C)c1C(=O)OCC(=O)c1cc(C)n(Cc2ccccc2Cl)c1C	-3	-142
Cc1nnc(NC(=O)Cn2cnc3c2c(=O)n(C)c(=O)n3C)s1	-9	4
Cn1c(SCC(=O)NCc2ccc3c(c2)OCO3)nc2scc(-c3cccs3)c2c1=O	26	8
COc1cccc(C(=O)N(Cc2ccc(N(C)C)cc2)C2CCS(=O)(=O)C2)c1 (stereo unspecified)	-6	9
O=C(O)C1CCC(=O)N(C2CC2)C1c1ccccc1 (stereo unspecified)	-11	-12
Cc1cccc2cc(CN(Cc3nnnn3C3CCCCC3)C3CCCC3)c3nnnn3c12	-8	31
CCOC(=O)C(C)NC(=O)C(NC(=O)C1CCC(CC)CC1)C(C)C (stereo unspecified)	-7	9
CCC(C)N1C(=O)C2C(C(=O)Nc3cccc(OC)c3)C3C=CC2(O3)C1C(=O)NC1CCCCC1C (stereo unspecified)	40	17
CC(=O)Nc1ccc(SCC(=O)N(CCC#N)c2ccc(C)cc2)cc1	-3	17
C=CCN1C(=O)/C(=C2/Sc3ccccc3N2C)SC1=Nc1ccccc1C	1	6
(list continues)
SMILES	ARNT-TACC3 inh	PAX8 inh HTS
CCCOc1ccc(N2C(=O)CC(N(CCc3ccc(S(N)(=O)=O)cc3)C(C)=O)C2=O)cc1 (stereo unspecified)	-9	3
CC(C)C(=O)Nc1cccc(NC(=S)NC(=O)C(c2ccccc2)c2ccccc2)c1	-4	-9
COc1ccc(S(=O)(=O)N2CCCN(CC(=O)C(C)(C)C)CC2)cc1	-2	-18
CCOC(=O)c1ccc(NC(=O)CSc2nnc(C3CCCCC3)n2C)cc1	-1	-8
CCc1ccc(C(=O)COC(=O)c2cccc(N3C(=O)c4c(C)nc5ccccc5c4C3=O)c2)cc1	-3	-19
O=C(Cc1ccc(-c2ccccc2)cc1)NCCN1CCOCC1	2	6
Cc1cc(C)nc(N(C#N)CC(=O)N2CCC(C(N)=O)CC2)n1	-2	-9
Cn1c(=O)c2c(nc(NCCCN3CCOCC3)n2Cc2ccc(Cl)cc2)n(C)c1=O	17	13
C#CCn1c(S(=O)(=O)Cc2ccc(C)cc2)nc(-c2ccccc2)c1-c1ccccc1	-4	17
CCc1nnc(NC(=O)c2ccc(NS(=O)(=O)c3ccccc3)cc2)s1	-4	-32
CCN1C(=O)C2C(c3cccc(F)c3)NC(CC)(C(=O)OC)C2C1=O (stereo unspecified)	-6	8
Clc1ccc(-c2ccc(SCc3ccccn3)nn2)cc1	-2	-195
Cc1cc(Br)cc2c1NC(=O)C2(c1c(C)n(C)n(-c2ccccc2)c1=O)c1c(C)n(C)n(-c2ccccc2)c1=O	-6	21
CC(C)c1nc(N2CCOCC2)c(C#N)c2c1CCCC2	-9	-5
CC(=O)NC1C(=O)N=C(SCc2ccccc2)NC1=O (stereo unspecified)	-6	8
O=C(CSc1nc(O)c(C2CCCCC2)c(=O)[nH]1)NCC1CCCO1 (stereo unspecified)	-1	-23
N#C/C(=C(/O)COC(=O)Cc1c[nH]c2ccccc12)c1nc2ccccc2[nH]1	17	10
O=C(c1ccc2c(c1)OCO2)N1CCCC1	-5	8
O=C(c1ccc(O)cc1)c1ccc(C(=O)c2ccc(O)cc2)cc1	5	21
Cc1ccc(N(C(=O)CCC(=O)Nc2cc(C)on2)C(C(=O)NC2CCCC2)c2ccncc2)cc1 (stereo unspecified)	8	12
COc1ccc(S(=O)(=O)N2CCCC2C(=O)Nn2cnnc2)cc1 (stereo unspecified)	-4	-3
CCc1c(O)nc(SCC(=O)Nc2ccc(OC)cc2)n(C2CCCCC2)c1=O	0	-10
COc1ccc(Cc2nnc(NS(=O)(=O)Cc3ccccc3)s2)cc1	-9	7
CCCC(=O)c1cc2cc(Cl)ccc2oc1=O	-3	3
O=S(=O)(c1ccc(Cl)c(Cl)c1)N1CCc2nc3ccccc3n2CC1	0	-3
The list goes on:
SMILES	ARNT-TACC3 inh	PAX8 inh HTS
COCc1c(C(=O)OCC(=O)N2c3ccccc3CC2C)oc2ccccc12 (stereo unspecified)	13	-9
CN(CCOCCOc1ccc2ccccc2c1)Cc1ccccc1	-3	-20
O=C(COC(=O)c1cnccn1)c1ccc2c(c1)CCCC2	-3	25
O=C(O)CSc1nc(-c2ccccc2)nc2c1oc1ccccc12	4	22
O=c1c2[nH]c3ccccc3c2ncn1CCN1CCNCC1	6	-13
Cc1ccc(NC2=C(Cl)C(=O)OC2NC(=O)c2ccccc2)cc1 (stereo unspecified)	-6	19
Cc1ccc(-c2cn3c(n2)CCCC3)cc1	-9	-8
CC(=O)CSc1nnc(-c2ccc3c(c2)OCO3)o1	0	-5
COc1ccc(NC(=O)C(=O)NCc2ccncc2)c(OC)c1	0	11
Cc1csc(SCc2nc3sc4c(c3c(=O)[nH]2)CCC4)n1	-6	-14
COc1cc(OC)c(C2N(c3ccccn3)C(=O)C3CCCN32)cc1OC (stereo unspecified)	-3	8
O=C(NCc1ccc(Cl)cc1)c1cc2c(nc3sccn32)s1	-4	15
O=C1CCC([N+](=O)[O-])C(c2ccccc2Cl)N1 (stereo unspecified)	-2	-1
O=C(Nc1ccc2c(c1)OCCO2)C(c1ccc(F)cc1)N1CCCCC1 (stereo unspecified)	2	7
Cc1ccc(C(c2nnnn2CS(=O)(=O)c2ccc(C)cc2)N2CCN(c3ncccn3)CC2)cc1 (stereo unspecified)	-2	19
